# Bioassay records as filed in PubChem.
# LmPK inh: inhibitors of Leishmania mexicana pyruvate kinase; Q27686; 0.37% of 290,000 active; Potency, µM (doses to about 57.5 µM), for the others: at the top dose activity change, negative = inhibition, most hits filed as inhibitors; purified LmPK, Kinase-Glo ATP luminescence, 1 h; further: potency means the concentration at half of the fitted maximal effect; on the % scale 0 is the no-effect control and ±100 the full control effect
# Target sequence (Q27686 whole entry, looked up): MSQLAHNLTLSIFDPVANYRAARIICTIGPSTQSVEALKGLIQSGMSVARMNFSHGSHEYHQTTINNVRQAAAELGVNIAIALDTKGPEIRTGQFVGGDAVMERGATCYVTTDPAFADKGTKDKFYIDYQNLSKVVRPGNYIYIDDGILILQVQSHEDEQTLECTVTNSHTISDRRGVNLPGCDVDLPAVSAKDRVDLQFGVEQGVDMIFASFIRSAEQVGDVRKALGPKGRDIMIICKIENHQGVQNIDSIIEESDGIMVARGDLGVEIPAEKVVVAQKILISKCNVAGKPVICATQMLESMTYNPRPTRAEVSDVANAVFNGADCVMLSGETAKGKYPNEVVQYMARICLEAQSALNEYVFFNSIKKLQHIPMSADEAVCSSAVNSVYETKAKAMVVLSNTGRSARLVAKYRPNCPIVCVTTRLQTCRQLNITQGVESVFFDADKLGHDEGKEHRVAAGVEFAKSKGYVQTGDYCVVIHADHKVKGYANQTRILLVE
#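 qHTS format; LmPK 0.1 nM; substrates PEP 0.5 mM and ADP 0.1 mM. One-hour room-temperature incubation, then coupled luciferase luminescence; 0.5 nM enzyme wells mark activation.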
# Cycloheximide cs: counter-screen hit for Shiga toxin inhibitors, cycloheximide; cell reporter, cycloheximide protein synthesis inhibition counterscreen; max response, %; 12% of 300,000 active; AID 2314; in the data active means max response mostly above about 13%, no sharp cut-off; inactive means mostly below about 14%; further: read at 38.3 µM for the half of the compounds with a filed dose; 0% is about no effect
# Pf growth 96h: inhibits malaria parasite growth, 96 h; 6.9% of 320,000 active; Potency, µM (series often up to 28.7 µM), inactives show top-dose activity change, negative = inhibition, hits mostly inhibitors; P. falciparum luciferase reporter growth, 96 h; AID 504834; further: potency means the concentration at half of the fitted maximal effect; on the % scale 0 is the no-effect control and ±100 the full control effect
#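 Two parasite generations (96 h, 37 C, 5% CO2) of compound exposure in infected erythrocytes (0.05% parasitemia, 2% hematocrit). Luciferase-reporter P. falciparum; decreased luminescence indicates inhibited growth, aimed at apicoplast-acting delayed death.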
# AMA1-RON2 inh: inhibitors of Plasmodium falciparum AMA1-RON2 interaction. 0.2% of 360,000 active. AlphaScreen AMA1-biotinylated RON2 peptide binding. AID 720542. Potency, µM (series often up to 58.2 µM), for inactives: at the highest dose activity change, negative = inhibition, hits mostly inhibitors;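 further: potency means the concentration at half of the fitted maximal effect; 0% = vehicle wells and -100% = peptide control; nearly all actives have a fitted effect of over 45% in size; some results filed as inactive show a strong effect at the top dose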
#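 AMA1 (3D7) with his tag at 25 nM final met compounds first, then biotinylated RON2 peptide at 25 nM; detection used donor plus acceptor beads, 10 µg/mL apiece, read by AlphaScreen after 30 min at room temperature.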
# Shiga inhibitor: blocks Shiga toxin action in Vero cells; 9.2% of 290,000 active; inhibition, % at 38.7 µM; Vero cells, Shiga toxin protein synthesis inhibition reporter; in the data active means inhibition mostly above about 28%, no sharp cut-off; inactive means mostly below about 43%; further: 0% is about no effect
# Tb PYK inh: T. brucei pyruvate kinase inhibition; Q57TT1; TbPYK enzyme, Kinase-Glo Plus ATP luminescence, 45 min; Potency, µM (doses to about 76.8 µM), for the others: top-dose activity, negative = inhibition, actives largely listed as inhibitors; 0.12% of 410,000 active; AID 624173; further: potency means the concentration at half of the fitted maximal effect; on the % scale 0 is the no-effect control and ±100 the full control effect; nearly all actives have a fitted effect of over 50% in size
#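 TbPYK + substrate in 50 mM TEA pH 7.2, 100 mM KCl, 10 mM MgCl2, 0.05% BSA, 0.01% Tween-20; cpd pinned; ADP 130 uM final; 45 min RT; Kinase-Glo Plus 10 min; luminescence endpoint.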
# Pf growth 48h: P. falciparum growth inhibition at 48 hours (one generation). P. falciparum luciferase growth in erythrocytes, 48 h. Potency, µM (top dose mostly 28.7 µM), for the others: top-dose activity change, negative = inhibition, most hits filed as inhibitors. 5.9% of 310,000 active; further: potency means the concentration at half of the fitted maximal effect; on the % scale 0 is the no-effect control and ±100 the full control effect
#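 Erythrocytes infected with P. falciparum carrying an integrated firefly luciferase reporter (2% hematocrit, 0.1% parasitemia final) were exposed to compounds in RPMI 1640 with 0.5% Albumax at 37 C, 5% CO2. Growth inhibition was scored as reduced luminescence.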
# An asterisk follows results filed as active; ? = inconclusive; / = no result given; [ ] = another dose, or the depositor's remark. Unless noted, the call rests on the fitted dose curve; in most records, active means well fitted curve in the direction sought with a large enough effect; inconclusive means small, poorly fitted or top-dose-only effect, or another doubt; inactive means no such curve, though single readings can be large; an effect the other way counts as inactive or inconclusive. Compounds were not picked by outcome; 21% or so of the library scored in one or more.
entry	canonical_smiles	LmPK inh	Cycloheximide cs	Pf growth 96h	AMA1-RON2 inh	Shiga inhibitor	Tb PYK inh	Pf growth 48h
1	CCn1c(=N)n(CC(=O)C(C)(C)C)c2ccccc21	-2%	0	9.3µM*	0%	-14	3%	/
2	CN1CCCC(OC(=O)c2ccc(Cl)cc2)C1 (centres undefined)	-10%	-2	-6%	-10%	-2	1%	-11%
3	N#CCCn1cc(CNCc2ccccc2)c(-c2cccc([N+](=O)[O-])c2)n1	3%	-3	69%[activator]	-2%	-1	-3%	-9%
4	Cc1ccc(C(=O)Nc2c(C)cc(C)c3cccnc23)cc1	1%	2	?	11%	-11	10%	-1%
5	COC(=O)c1oc2c(c1C)C1(CCC2)SCCS1	0%	2	/	4%	12	3%	-16%
6	CN1CCCN(C(=O)c2ccc(Cl)cc2)CC1	-4%	-4	10%	3%	-6	-12%	0%
7	COc1ccccc1NC(=O)c1ccc(CS(=O)(=O)c2ccc(C)cc2)cc1	-2%	1	36%[activator]	-8%	-2	3%	7%
8	N#CCCn1cc(/C=N/O)c(-c2ccc(Cl)cc2)n1	-3%	-5	?	3%	-5	-4%	-22%
9	Cc1ccc(NCc2nnc(SCC(N)=O)o2)c(C)c1	3%	-3	41%[activator]	0%	-23	-2%	13%
10	CC(=O)NN1C(=O)/C(=C2/Sc3ccc(Cl)cc3N2C)SC1=S	3%	-4	8%	-3%	-9	3%	47%[activator]
11	CC(=O)c1ccc(N(C(=O)c2csnn2)C(C(=O)NC2CCCC2)c2ccccc2)cc1 (centres undefined)	-2%	3	18%	8%	-7	-1%	-19%
12	CSCC[C@H](NS(=O)(=O)c1ccc(C)cc1)C(=O)N1CCC(C(=O)N[C@@H](C)C(=O)O)CC1	-3%	-1	-12%	4%	-6	3%	24%
13	Cc1ccc(-c2cc(-c3nnc(SCC(=O)N(C)CCC#N)n3N)c3ccccc3n2)cc1	5%	-3	51%[activator]	-2%	22	1%	-20%
14	CCN(CC)c1ccc(/C=C(/C#N)c2nc3ccccc3[nH]2)c(OC(C)C)c1	-3%	48*	?	32%[activator]	119*	-4%	?
15	COc1ccc(Cl)cc1N(CC(=O)N1CCCCC1)S(C)(=O)=O	-3%	-2	3%	-2%	-10	-4%	30%
16	COc1cccc(C2/C(=C(/O)c3ccc4c(c3)CC(C)O4)C(=O)C(=O)N2CC2CCCO2)c1 (centres undefined)	-12%	-1	-19%	-11%	-8	7%	9%
17	CC(Cc1cccs1)NC(=O)c1cccc(Cl)c1 (centres undefined)	1%	55*	44%[activator]	5%	62*	-1%	71%[activator]
18	O=C(c1nc2ccccc2s1)N1CCN(c2ccccn2)CC1	-4%	21*	-6%	4%	29*	33%	38%[activator]
19	O=C(COC(=O)C1(c2cccc(F)c2)CCCC1)NCc1ccc2c(c1)OCO2	3%	-2	2%	-18%	-9	-4%	13%
20	COc1ccc(N2CCN(C(=O)c3cc(-c4cccs4)nc4ccccc34)CC2)cc1	2%	7	?	13µM*	13	-12%	?
21	O=C(Oc1ccc(OC(=O)N2CCCCC2)cc1)c1ccccc1	-13%	15	29%	-6%	30	2%	23%
22	CC(C)CC(=O)NNC(=S)Nc1ccc(S(N)(=O)=O)cc1	1%	11	38%[activator]	36%[activator]	-4	-20%	16%
23	COCCNC(=O)C(c1ccc(C)o1)N(Cc1ccc(F)cc1)C(=O)Cn1nnc2ccccc21 (centres undefined)	4%	4	?	22%	6	-16%	-21%
24	C[n+]1ccc(C(=O)N/N=C/c2ccco2)cc1	-5%	-3	51%[activator]	14%	-4	-7%	0%
25	O=C(NC(=S)Nc1ncccn1)c1ccccc1Cl	-5%	1	57%[activator]	37%[activator]	53	-4%	20%
26	CCN(CC)c1ccc(NC(=O)COc2ccccc2C#N)cc1S(=O)(=O)Nc1ccccc1OC	6%	-3	9.3µM*	-8%	17	-21%	1.7µM*
27	CC(=O)Nc1ccc(NC(=O)CNS(=O)(=O)c2ccc(C)cc2)cc1	6%	-1	/	-2%	-9	-8%	15%
28	COc1ccc([C@H]2[C@H](C(=O)C(C)(C)C)N3N=Cc4ccccc4C3[C@]23N=C(c2ccccc2)OC3=O)cc1OC (some centres undefined)	2%	12	?	1%	-8	-2%	?
29	CCc1cc2c(SCC(=O)N(C)C3CCS(=O)(=O)C3)ncnc2s1 (centres undefined)	-16%	-2	-7%	-30%	-4	-9%	-19%
30	O=C(CC1C(=O)NCCN1Cc1ccc(F)cc1)NC1CCCCCCC1 (centres undefined)	1%	-2	-2%	8%	-8	2%	?
31	COc1ccc(OCCCC(=O)Nc2cccc(SC)c2)cc1	0%	-2	?	-11%	-10	-6%	1%
32	COc1ccccc1/C=C/CN1CCCC(CCC(=O)NCc2ccc(F)c(F)c2)C1 (centres undefined)	4%	-2	72%[activator]	-3%	25	-7%	?
33	COc1cc(OC)cc(C(=O)NCC(=O)N2CC=C(c3ccccc3)CC2)c1	/	/	4%	-11%	/	-10%	-5%
34	CCOC(=O)C1(Cc2cccc(Cl)c2)CCCN(C(=O)C2CC2)C1 (centres undefined)	8%	14*	-11%	-14%	5	2%	-4%
35	CCCC(=O)Nc1ccccc1N1CCN(C(=O)C(C)C)CC1	2%	-2	104%[activator]	6%	7	-1%	?
36	C=CCNC(=O)COc1ccc(S(=O)(=O)N2CCCC2)cc1	1%	-4	-15%	-16%	12	7%	-11%
37	COCc1cc(S(=O)c2ccc(Cl)cc2)nc(C)n1 (centres undefined)	2%	16*	-3%	9%	21	-21%	-8%
38	O=C1c2ccc(Oc3cccc([N+](=O)[O-])c3)cc2C(=O)N1c1ccccn1	5%	22	7%	-7%	21	-7%	45%[activator]
39	Nn1c(Cc2cccc3ccccc23)nnc1SCc1c(Cl)cccc1Cl	4%	11	?	-19%	9	-1%	-20%
40	CCOC(=O)C1(CC2CCCCO2)CCN(C(=O)Nc2ccc(C(=O)OC)cc2)CC1 (centres undefined)	4%	-2	22%	12%	-13	-1%	?
41	CCOC(=O)N1CCN(Cc2ccccc2F)CC1	-11%	-1	/	-19%	-3	5%	11%
42	Cc1ccccc1-n1nc(C)c2c(C(=O)NN)cc(-c3ccncc3)nc21	4%	3	?	2%	-9	-7%	-23%
43	Cc1cc(C)c(S(=O)(=O)N2CCC(C(N)=O)CC2)cc1C	-10%	-6	3%	11%	-47	-8%	/
44	COc1cccc(-c2csc(N3CCN(C(=O)Nc4ccc(Cl)cc4)CC3)n2)c1	3%	28*	25%	-5%	45*	-12%	?
45	Cc1cccc(NS(=O)(=O)c2ccc3oc(=O)ccc3c2)c1C	0%	1	0%	20%	1	3%	2%
46	Cn1c(SCC(=O)NCC2CCCO2)ncc(C(=O)Nc2ccc(Cl)cc2)c1=O (centres undefined)	/	/	47%[activator]	-9%	/	-1%	40%[activator]
47	CN(C)CCCN(C(=O)c1cc2cc([N+](=O)[O-])ccc2s1)c1nc2cc3c(cc2s1)OCCO3	/	/	?	?	/	-7%	?
48	CCn1c(COc2ccc3c(c2)OCO3)nnc1SCC(=O)O	1%	-1	-16%	0%	11	-2%	-10%
49	CCOc1ccc2nc(NC(=O)CSc3nnnn3C3CCCCC3)sc2c1	-5%	30*	4.1µM*	-21%	50*	-5%	39%[activator]
50	CN(C)C(=O)c1cc(C(=O)c2ccc(F)cc2C(F)(F)F)c[nH]1	1%	4	7%	8%	18	2%	19%

# Gathered by group, those above containing an NH in an aromatic ring (2)
entry	canonical_smiles	LmPK inh	Cycloheximide cs	Pf growth 96h	AMA1-RON2 inh	Shiga inhibitor	Tb PYK inh	Pf growth 48h
14	CCN(CC)c1ccc(/C=C(/C#N)c2nc3ccccc3[nH]2)c(OC(C)C)c1	-3%	48*	?	32%[activator]	119*	-4%	?
50	CN(C)C(=O)c1cc(C(=O)c2ccc(F)cc2C(F)(F)F)c[nH]1	1%	4	7%	8%	18	2%	19%

# Other structures.
entry	canonical_smiles	LmPK inh	Cycloheximide cs	Pf growth 96h	AMA1-RON2 inh	Shiga inhibitor	Tb PYK inh	Pf growth 48h
51	COc1ccc(-n2nc(C(=O)NCC(=O)N3CCC4(CC3)OCCO4)c3ccccc3c2=O)c(OC)c1	9%	13	?	-8%	27	2%	?
52	O=C(Nc1ccc(Br)cc1)C1CCN(C(=O)c2ccco2)CC1	0%	3	13%	-3%	39	12%	-9%
53	CCn1cc(CN2CCC(n3nccc3NC(=O)Cc3ccccc3)CC2)c(C)n1	-9%	-3	-17%	-7%	-9	-9%	0%
54	CCOC(=O)c1cc(C#N)c(C)nc1N(CC)CC	-15%	2	0%	-10%	-5	-2%	28%
55	COc1ccc(C(C(=O)NC(C)(C)C)N(C(=O)Cn2nnc3ccccc32)c2cccc(C(C)=O)c2)cc1O (centres undefined)	5%	0	-6%	-11%	-3	-12%	-6%
56	COc1cc(C(=O)OCCN2CCCCC2)ccc1O	2%	3	-35%	-3%	-7	-1%	-3%
57	COc1cc(S(=O)(=O)N2CCCCC2)ccc1NC(=O)c1ccncc1	1%	-2	-4%	19%	-4	5%	-7%
58	CCS(=O)(=O)Nc1cccc(C2=NN(C(C)=O)C(c3cccs3)C2)c1 (centres undefined)	-5%	1	-2%	6%	5	0%	1%
59	O=C(/C=C1\NC2(CCCC2)Cc2ccccc21)C(=O)N/N=C/c1ccc(O)c(O)c1	3%	12	?	?	-38	0%	?
60	COc1cc(NC(=O)CN2c3cccc4cccc(c34)S2(=O)=O)cc(OC)c1OC	0%	-1	?	2%	-5	-6%	13%
61	Cc1cc(Cl)cc(C)c1OCCNCc1ccccc1	5%	-3	?	-4%	/	24%	3%
62	COc1ccccc1NC(=O)CNC(=O)Cn1cnc2sc(C)c(C)c2c1=O	-3%	-7	-18%	-9%	-3	1%	-1%
63	CC(C)(C)NC(=O)Cn1c(SCC(=O)NCc2cccs2)nc2ccccc21	2%	-3	?	10%	-8	-3%	?
64	O=C(c1cccc([N+](=O)[O-])c1)N1CCCC(C(=O)N2CCCCCC2)C1 (centres undefined)	-7%	-2	-4%	-14%	21	-1%	-5%
65	CCC(C)N(C(=O)Cn1nnc2ccccc21)C(C(=O)Nc1ccc(F)cc1)c1cccc(OC)c1 (centres undefined)	-1%	-2	10µM*	-2%	-10	0%	?
66	CC1(C)CC(=O)C(C=Nc2ccc(C(=O)c3ccccc3)cc2N=CC2=C(O)CC(C)(C)CC2=O)=C(O)C1	2%	7	20%	119%[activator]	-8	-2%	?
67	FC(F)Oc1ccc(NC(=S)NCc2nc3ccccc3[nH]2)cc1	0%	18	43%[activator]	61%[activator]	13	-6%	11%
68	CCCCNC(=O)N1CCN(c2ccccc2OC)CC1	6%	-3	9%	2%	-2	-4%	-5%
69	CC(C)C(NC(=O)c1cccs1)C(=O)NC1CCCCC1 (centres undefined)	7%	2	-23%	-10%	-6	2%	11%
70	COc1ccc(S(=O)(=O)N2CCCCCC2)cc1NC(=O)c1ccccc1F	/	/	?	22%	/	2%	-41%

# As entered above:
# FC(F)Oc1ccc(NC(=S)NCc2nc3ccccc3[nH]2)cc1 in AMA1-RON2 inh → 61%[activator]
# COc1ccccc1NC(=O)CNC(=O)Cn1cnc2sc(C)c(C)c2c1=O in Pf growth 48h → -1%
